KB-3-1 cytotox – kills parental KB-3-1 adenocarcinoma cells | Potency, µM (titrated, usually from 46.1 µM), without a hit: at the highest dose activity change, negative = cytotoxic, usual class: cytotoxic | KB-3-1 viability, CellTiter-Glo ATP luminescence, 72 h | 1.4% of 400,000 active; further: potency means the concentration at half of the fitted maximal effect; on the % scale 0 is the no-effect control and ±100 the full control effect; nearly all actives have a fitted effect of over 60% in size
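Cytotoxicity in the drug-sensitive parental line KB-3-1 was scored as loss of CellTiter-Glo luminescence following 72 h incubation with compound. Values come from curve fitting of normalized concentration-response data.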
GLP-1R agonist – activates the human GLP-1 receptor | Potency, µM (titrated, usually from 45.6 µM), for the others: at the highest dose activation, usual class: activators | HEK293 GLP-1R CRE-luciferase, luminescence, 4-6 h; cells express a hypersensitive GLP-1R form | P43220 | 0.007% of 380,000 active; further: potency means the concentration at half of the fitted maximal effect; % of control where 0% means no effect
Target sequence (P43220 whole entry, looked up): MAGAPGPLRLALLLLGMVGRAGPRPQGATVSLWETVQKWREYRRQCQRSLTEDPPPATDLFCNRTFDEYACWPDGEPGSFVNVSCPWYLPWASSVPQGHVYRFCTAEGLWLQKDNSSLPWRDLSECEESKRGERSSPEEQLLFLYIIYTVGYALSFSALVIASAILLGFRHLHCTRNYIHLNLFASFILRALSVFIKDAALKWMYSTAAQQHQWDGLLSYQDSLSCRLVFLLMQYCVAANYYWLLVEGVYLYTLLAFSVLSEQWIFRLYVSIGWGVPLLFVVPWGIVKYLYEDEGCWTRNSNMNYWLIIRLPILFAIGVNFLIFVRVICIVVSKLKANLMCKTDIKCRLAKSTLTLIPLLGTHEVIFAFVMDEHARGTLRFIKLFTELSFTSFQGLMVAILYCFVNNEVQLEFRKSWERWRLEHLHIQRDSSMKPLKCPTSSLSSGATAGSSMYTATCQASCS
DRD3 agonist – activates the human D3 dopamine receptor | 0.58% of 410,000 active | max activation, % | AID 652048 | D3R DiscoveRx beta-arrestin cells, luminescence, 90 min | P35462; in the data active means max activation above about 30%; further: 0% is about no effect; mostly tested at two doses, the higher about 12 µM
Target sequence (P35462 whole entry, looked up): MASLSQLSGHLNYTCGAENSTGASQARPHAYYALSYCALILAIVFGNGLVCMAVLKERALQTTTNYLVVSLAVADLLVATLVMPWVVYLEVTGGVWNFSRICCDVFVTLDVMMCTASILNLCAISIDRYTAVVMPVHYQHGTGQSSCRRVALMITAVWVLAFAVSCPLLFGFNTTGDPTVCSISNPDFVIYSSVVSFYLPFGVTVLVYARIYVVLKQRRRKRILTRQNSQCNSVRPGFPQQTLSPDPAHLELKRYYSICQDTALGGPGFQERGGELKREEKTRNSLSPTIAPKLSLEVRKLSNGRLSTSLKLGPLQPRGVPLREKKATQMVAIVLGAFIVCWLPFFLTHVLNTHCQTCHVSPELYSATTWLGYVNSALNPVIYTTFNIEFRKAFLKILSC
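Cells at 1500/well, incubated overnight, then treated with pinned compounds (dopamine as control) for 90 min at 37 degrees C. DiscoveRx reagent added for 30 - 60 minutes at room temperature; luminescence read.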
DRD3 antagonist – D3 dopamine receptor (human) antagonism; max response, negative = inhibition, %; D3R cells, DiscoveRx beta-arrestin luminescence, antagonist mode; hits give low values; AID 652054; 2.5% of 360,000 active; in the data active means max response below about -50%; inconclusive means no clear call, values can overlap the other calls; further: on the % scale 0 is the no-effect control and ±100 the full control effect; mostly tested at two doses, the higher about 12 µM
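Cells expressing the human receptor were seeded at 1500 cells/well, incubated overnight at 37 degrees C in 5% CO2, then exposed to library compounds with dopamine controls for 90 minutes at 37 degrees C before luminescent detection.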
HT1080NT lethal – kills 2HG-producing HT-1080-NT fibrosarcoma cells. HT-1080-NT fibrosarcoma viability, CellTiter-Glo ATP luminescence, 48 h. Potency, µM (highest dose often 46.1 µM), without a hit: at the highest dose activity, negative = less viability, usual class: cytotoxic. 1.6% of 360,000 active. AID 686970;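 further: NT is the 2HG producing partner of a matched IDH1 knockdown line; potency means the concentration at half of the fitted maximal effect; 0% = DMSO-treated cells and -100% = media-only wells without cells; nearly all actives have a fitted effect of over 55% in size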
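HT-1080-NT fibrosarcoma cells (2HG-overproducing), 750 cells/well in RPMI with 5% FBS, dosed after 2 h and incubated 48 h at 37C. CellTiter-Glo luminescence normalized to DMSO and no-cell wells; concentration-response curves fitted and classed.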
KB-V1 cytotox – KB-V1 MDR subline cytotoxicity; KB-V1 MDR cells viability, CellTiter-Glo, 72 h; Potency, µM (doses to about 46.1 µM), inactives show at the top dose activity change, negative = cytotoxicity, usual class: cytotoxic; 3.4% of 400,000 active; AID 1347076; further: potency means the concentration at half of the fitted maximal effect; on the % scale 0 is the no-effect control and ±100 the full control effect; nearly all actives have a fitted effect of over 60% in size
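qHTS viability screen in drug-selected KB-V1 MDR cells: 72 h compound treatment at 37 degrees C, ATP luminescence end point.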
HT1080 IDH1KD tx – HT-1080 IDH1 knockdown cell toxicity (counter line); Potency, µM (highest dose often 46.1 µM), without a hit: at the top dose activity, negative = toxicity, actives largely listed as cytotoxic; 2% of 360,000 active; HT-1080 IDH1 knockdown viability, ATP luminescence, 48 h;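 further: potency means the concentration at half of the fitted maximal effect; 0% = DMSO wells and -100% = cell-free medium wells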
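Cytotoxicity counter-line: IDH1KD HT-1080, 48 h, CellTiter-Glo. Curves classed by r2, magnitude and activity.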
SW480 rerep – inducers of DNA re-replication in SW480 colon cancer cells; Potency, µM (highest dose often 46.1 µM), without a hit: at the top dose re-replication activation, hits mostly activators; SW480 DNA re-replication, Hoechst DNA content imaging, 48 h; 1.8% of 340,000 active; further: potency means the concentration at half of the fitted maximal effect; % of control where 0% means no effect; nearly all actives have a fitted effect of over 55% in size
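First, 250 cells per well were seeded. Next, compound or vehicle (23 nL) was pinned in, plates sat 48 hr at 37 C. Finally Hoechst was added for 40 min before fluorescence scanning.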
IL1B secr inh – inflammasome signaling inhibition, IL-1 beta readout; THP-1 LPS/ATP IL-1B secretion, AlphaLISA, 16 h; hits give low values; 4.7% of 360,000 active; activity change, % at 57.5 µM; AID 743279; in the data active means activity change below about -50%; inconclusive means mostly about -30% to -49%; further: on the % scale 0 is the no-effect control and ±100 the full control effect
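THP-1 cells pretreated 1 hr with compounds (up to 57.5 uM final), then stimulated with LPS (250 ng/mL final) plus ATP (1.25 mM final); secreted IL-1B measured by AlphaLISA after 16 hr, decreased signal indicating inhibition.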
Starred values were filed as active, the others as inactive; ? = inconclusive; / = not tested or not shown; & = joins results of further samples; [ ] = another dose, or the depositor's remark. Unless noted, the call rests on the fitted dose curve; in most records, active means well fitted curve in the direction sought with a large enough effect; inconclusive means small, poorly fitted or top-dose-only effect, or another doubt; inactive means no such curve, though single readings can be large; an effect the other way counts as inactive or inconclusive. Compounds were not picked by outcome, and some 12% of all compounds hit somewhere here.

SMILES	KB-3-1 cytotox	GLP-1R agonist	DRD3 agonist	DRD3 antagonist	HT1080NT lethal	KB-V1 cytotox	HT1080 IDH1KD tx	SW480 rerep	IL1B secr inh
CC(C(=O)OCC(=O)Nc1ncc(Cl)cc1Cl)N1C(=O)c2ccccc2C1=O (stereo not drawn)	3%	-6%	2	23	3%	1%	7%	-10%	22
CCN(CC(=O)NCc1cccs1)C(=O)c1cccc(S(=O)(=O)NCc2ccccc2)c1	-19%	-2%	5	23	1%	?	20%	0%	-12
Cc1cccc(COCC(CC(C)C)N2CCN(C(=O)c3ccc(C(C)(C)C)cc3)CCC2=O)c1 (stereo not drawn)	?	3%	1	13	0%	?	?	-4%	-73*
O=[N+]([O-])c1cc(C2Nc3cccc4cccc(c34)N2)ccc1Cl	6%	-16%	-1	-7	2%	-20%	12%	5%	13
CN(C)c1cccc(C(=O)NCc2ccc3c(c2)OCO3)c1	4%	23%	4	-26	-11%	13%	0%	-4%	2
O=[N+]([O-])c1ccc(Oc2c(F)c(F)nc(N3CCCC3)c2F)cc1	1%	-2%	-18	-5	6%	-2%	9%	-12%	-1
O=C(Nc1cccc(C(F)(F)F)c1)C1CCN(S(=O)(=O)c2cccnc2)CC1	-7%	-7%	-9	0	-1%	?	-3%	-15%	9
C=CCNC(=S)Nc1sc2c(c1C(N)=O)CCCC2	1%	8%	-7	?	-9%	-21%	-11%	-4%	-27
C=CCNS(=O)(=O)c1ccc(OC)c(C)c1	?	0%	3	7	-1%	-3%	-26%	?	-4
CC(C)c1ccc(N(CC(=O)NC2CCCC2)C(=O)CCC(=O)Nc2ccccn2)cc1	-7%	1%	15	13	11%	?	9%	-5%	?
O=C(c1ccc(Br)o1)N1CCN(CCOc2ccccc2)CC1	-1%	13%	55*	28	14%	-3%	10%	-1%	3
CCOC(=O)c1ccccc1NC(=O)COC(=O)c1ccc(C)c(S(=O)(=O)N2CCOCC2)c1	6%	2%	1	2	13%	-1%	13%	-17%	2
CC(Cc1ccccc1)N/C=C1/CC(=O)NC1=O (stereo not drawn)	-1%	-8%	-1	7	-1%	17%	14%	-3%	13
Cc1ccccc1CNC(=O)CCC(=O)N1Cc2ccccc2Oc2ncccc21	4%	-3%	4	14	6%	-2%	8%	25%	-9
O=C(c1ccncc1)N(Cc1ccccc1)Cc1nc2ccccc2c(=O)[nH]1	-10%	-1%	-17	-17	-7%	-17%	-2%	1%	15
O=C(COC(=O)c1cc(=O)c2ccccc2o1)Nc1c(F)c(F)c(F)c(F)c1F	-4%	-2%	-1	-29	0%	6%	1%	?	16
Cc1cc(C)cc(C(=O)Nc2ccc3[nH]c(=O)[nH]c3c2)c1	1%	11%	-6	19	6%	0%	5%	-11%	-17
N#Cc1ccc(N)cc1OCCCN1CCCCC1	4%	2%	-25	-52*	15%	?	8%	-5%	7
O=C(NCC1CCCO1)c1cc2c([nH]c3ccccc32)c(-c2ccc(F)cc2)n1 (stereo not drawn)	?	0%	4	0	?	12µM*	?	4%	-10
CCOC(=O)CCn1cnc2onc(-c3ccccc3Cl)c2c1=O	1%	0%	0	/	/	-16%	/	/	/

Profiles, looked up by structure.
Listed for `CC(C(=O)OCC(=O)Nc1ncc(Cl)cc1Cl)N1C(=O)c2ccccc2C1=O` (stereo not drawn) → KB-3-1 cytotox: 3%; GLP-1R agonist: -6%; DRD3 agonist: 2; DRD3 antagonist: 23; HT1080NT lethal: 3%; KB-V1 cytotox: 1%; HT1080 IDH1KD tx: 7%; SW480 rerep: -10%; IL1B secr inh: 22
Listed for `CCOC(=O)c1ccccc1NC(=O)COC(=O)c1ccc(C)c(S(=O)(=O)N2CCOCC2)c1` → KB-3-1 cytotox: 6%; GLP-1R agonist: 2%; DRD3 agonist: 1; DRD3 antagonist: 2; HT1080NT lethal: 13%; KB-V1 cytotox: -1%; HT1080 IDH1KD tx: 13%; SW480 rerep: -17%; IL1B secr inh: 2

(next part)
SMILES	KB-3-1 cytotox	GLP-1R agonist	DRD3 agonist	DRD3 antagonist	HT1080NT lethal	KB-V1 cytotox	HT1080 IDH1KD tx	SW480 rerep	IL1B secr inh
Cc1ccc(-n2nc(-c3ccco3)cc2C(=O)O)c(C)c1	0%	-16%	-6	-17	13%	7%	8%	5%	30
O=C(/C=C/c1ccc(N2CCCCC2)c([N+](=O)[O-])c1)c1ccc(O)cc1	?	22%	2	-20	18µM*	?	18µM*	?	-95*
Cc1cccc(Oc2ccc(NC(=O)C3CC=CCC3C(=O)O)cc2)c1 (stereo not drawn)	-21%	17%	1	8	-2%	?	-9%	-1%	22
Cc1cc(C)c(C(=O)C(C)OC(=O)c2ccc(Cl)nc2)cc1C (stereo not drawn)	-2%	-2%	4	7	5%	-18%	3%	-13%	16
CCSc1nc(=S)n(-c2ccccc2)c(C)c1C(C)=O	5%	10%	6	7	10%	-2%	5%	-6%	2
COc1ccc(C=C2SC(=S)N(CCCN3CCOCC3)C2=O)c(OC)c1	1%	-6%	-4	-27	7%	-15%	8%	/	-11
Cc1ccc(Cl)cc1NC(=O)c1ccccc1OCC(=O)N1CCOCC1	10%	-4%	-6	-12	-4%	-4%	-2%	11%	-9
Cc1ccc(-c2c(C(=O)N/N=C/c3cccs3)nnn2-c2nonc2N)cc1	1%	1%	1	0	8%	2%	1%	-3%	-1
O=C(c1ccc(CS(=O)Cc2ccc(Cl)cc2)o1)N1CCN(c2ccc(F)cc2)CC1 (stereo not drawn)	-5%	7%	-11	3	-19%	-7%	-11%	0%	?
COC(=O)C(Cc1ccccc1)NC(=O)CNC(=O)c1ccc(Br)cc1 (stereo not drawn)	-6%	8%	-10	?	-13%	-22%	2%	-3%	-19
C=C1CCN([C@@H](Cc2ccccc2)C(=O)NCCC(C)C)S(=O)(=O)c2ccccc21	-9%	10%	1	-18	0%	-11%	9%	-6%	-5
O=C(N/N=C\c1cccc(Cl)c1)c1ccc(Cn2cc(Br)c([N+](=O)[O-])n2)o1	?	-6%	2	41	-21%	21µM*	-20%	?	-28
CCn1c2ccccc2c2nnc(SCC(=O)N3CC(C)OC(C)C3)nc21 (stereo not drawn)	2%	31%	-3	-21	-6%	-19%	-1%[9.24 µM]	20%	22
COCCN(C(=O)Cn1nnc2ccccc21)C(C(=O)NC1CCCC1)c1cccc(OC)c1OC (stereo not drawn)	0%	7%	-2	7	6%	-13%	10%	-1%	-6
CN(C)Cc1c(O)ccc2[nH]cnc12	19%	-3%	5	22	16%	6%	3%[9.24 µM]	-7%	8
CCOc1ccc(-n2c(=O)c3c4c(sc3n(CC(=O)NCC3CCCO3)c2=O)CCC4)cc1 (stereo not drawn)	-2%	-5%	-12	10	0%	-11%	5%	?	2
CC1CCCCN1S(=O)(=O)c1cccc2cccnc12 (stereo not drawn)	-6%	-2%	3	29	-3%	18%	2%	1%	11
CN(C)c1cccc(/C=C(\C#N)c2ccccc2)c1	5.8µM*	4%	1	-11	?	?	3.3µM*	?	-5
CCNC(=O)C(Sc1ccccc1)c1ccccc1 (stereo not drawn)	-1%	2%	-9	-12	-3%	-1%	-5%	-5%	9
CCCCc1c(-c2ccc(F)cc2)ncn1CCc1ccccc1OC	?	-3%	6	15	?	12µM*	?	/	?
Cc1cccc(NC(=O)CSc2nc(-c3ccccc3)c(C#N)c(=O)[nH]2)c1C	-12%	-7%	-5	-63*	0%	19%	15%	-2%[9.22 µM]	22
Cc1cc(C)c2c(n1)SCC(=O)N2CC(=O)Nc1c(C)cccc1C	-26%&-1%	1%	-14&2	0	2%	-3%&12%	-1%	-3%	-15
CCOC(=O)N1CCN(C(=S)NC2CCCC2)CC1	15%	1%	-7	-1	16%	6%	17%	-7%	-4
Cc1ccc(O)c(N=CC2=C(O)c3ccccc3C2=O)c1	-1%	8%	-12	-54*	?	1%	?	?	-1
Cn1c(CCNC(=O)c2cccs2)nnc1SCC(=O)Nc1nc(-c2ccccc2)cs1	8%	-1%	2	11	0%	-2%	-2%	-1%	2
Cc1ccc(C=NNC(=O)C(=O)Nc2ccc(Cl)c([N+](=O)[O-])c2)cc1	12%	-4%	4	6	18%	-1%	6%	/	-11
CCN(C(=O)CSc1ncccn1)c1c(N)n(Cc2ccccc2)c(=O)[nH]c1=O	5%	-9%	3	11	5%	4%	19%	-8%	0
COC(=O)C1CC(Cl)CN1c1ncc(C(F)(F)F)cc1Cl (stereo not drawn)	0%	4%	7	-12	15%	29%	6%	-13%	51
CCc1ccc(OCc2cc(=O)n3c4c(sc3n2)CCCC4)cc1	6%	1%	1	/	/	25%	/	/	/
CC(C)(C)c1cccc(Oc2nn[nH]n2)c1	-17%	5%	-17	30	-4%	25%	-4%	?	-4
O=C(NC12CC3CC(CC(C3)C1)C2)N1CCN(c2ccccn2)CC1	-4%	8%	1	-21	-16%	?	-7%	-2%	-15
COC(=O)c1ccc(N(C(=O)CNC(=O)c2ccco2)C(C(=O)NCC2CCCO2)c2ccc(OC)c(OC)c2)cc1 (stereo not drawn)	4%	7%	-3	3	-3%	3%	6%	-2%	-11
CCOCCCNC(=O)C1CCCN(S(=O)(=O)CC)C1 (stereo not drawn)	4%	1%	10	-7	14%	8%	14%	-4%	5
CCCCC(=O)NC(Nc1nc(C2CC2)cs1)(C(=O)OCC)C(F)(F)F (stereo not drawn)	-5%	-4%	-1	-28	0%	-2%	5%	15%	-16
CCC(CC)C(=O)Nc1cccc(C(=O)c2ccccc2)c1	-27%	30%	-16	7	-8%	9.2µM*	2%	1%	-21
COCCCN1C(=O)c2[nH]nc(-c3ccccc3O)c2C1c1ccc(Cl)cc1 (stereo not drawn)	?	2%	1	-21	-22%	-22%	?	?	-7
COCCCNC(=O)C1CC(=O)N(CCc2ccccc2)C1 (stereo not drawn)	-8%	-6%	11	26	2%	0%	10%	-1%	-2
Cc1cccc(Nc2c([N+](=O)[O-])c(=O)oc3ccccc23)c1	-5%	10%	-13	8	-6%	-14%	-20%	?	16
Cc1ccc(S(=O)(=O)c2cccc(S(=O)(=O)N3CCOCC3)c2)cc1S(=O)(=O)N1CCOCC1	2%	3%	-10	-7	-2%	0%	-2%	1%	-4
COCCC(=O)NC12CC3CC(CC(C3)C1)C2	3%	1%	-10	-15	11%	-13%	-11%	-1%	8

Compound activity (PubChem BioAssay)
